Screens from PubChem.
IMPase cell inh – membrane-permeable compound that blocks inositol monophosphatase; CHO-M1 cells, IP1 accumulation, HTRF TR-FRET ratio; inhibition (IP1 accumulation), % at 46.1 µM; 120,000 tested, under 10 active; active = well fitted curve in the direction sought with a large enough effect in the signal ratio, not every such curve was filed as active; inconclusive = small, poorly fitted or top-dose-only effect, or a change in a side signal; inactive = no such curve, though single readings can be large or run the other way; the % refers to the signal ratio;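 note: cells stimulated with carbachol in lithium chloride buffer; plate controls were DMSO basal wells for no effect and reference inhibitor wells for full effect; higher means more IMPase inhibition seen as more IP1 and lower FRET ratio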
Target sequence (P97697 whole entry, looked up): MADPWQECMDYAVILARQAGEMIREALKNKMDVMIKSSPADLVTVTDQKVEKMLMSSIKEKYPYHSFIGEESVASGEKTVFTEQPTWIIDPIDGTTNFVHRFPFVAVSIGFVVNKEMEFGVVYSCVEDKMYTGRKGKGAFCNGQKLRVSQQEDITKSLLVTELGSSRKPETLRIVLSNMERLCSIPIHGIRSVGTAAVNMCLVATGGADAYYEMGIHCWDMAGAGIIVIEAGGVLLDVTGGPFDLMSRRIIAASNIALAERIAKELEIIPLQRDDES
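In this qHTS, compounds (final up to 46 uM) act on CHO-M1 cells that are then activated through the M1 receptor with carbachol, in pH 7.4 buffer containing 50 mM LiCl, for 30 min. IP1 accumulation is quantified by the IP-One immunoassay.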
Starred values were filed as active, the others as inactive; ? = inconclusive; [ ] = dose if it differs, or a comment.

SMILES	IMPase cell inh
CCOC(=O)c1cccc(NC(=O)CSc2nc3cc4ccccc4cc3[nH]2)c1	?
O=C1c2[nH]nc(-c3ccc(F)cc3)c2C(c2ccccc2F)N1c1ccccc1 (configuration not stated)	29
CC(=O)Nc1ccc(/C=C/c2noc(-c3ccccc3O)n2)cc1	?
COc1ccc(-c2oc3ncn4nc(COc5cccc(C)c5C)nc4c3c2-c2ccc(OC)cc2)cc1	8
Cc1ccc(OCCn2c(-c3ccc(Cl)cc3)nc3ccccc3c2=O)c(C)c1	-3
Cc1ccc(Nc2nnc(-c3ccc(C)c(S(=O)(=O)N4CCOCC4)c3)c3ccccc23)cc1	-16
Cc1cc(C)cc(OC(C)C(=O)Nc2c(C(=O)c3ccccc3)oc3ccccc23)c1 (configuration not stated)	18
Cc1ccc2oc3c(c(=O)c2c1)C(c1ccc(OCC(N)=O)cc1)N(Cc1ccc2c(c1)OCO2)C3=O (configuration not stated)	-5
COc1ccc(-c2ccc3c(N)c(C(=O)Nc4ccc(C)cc4C)sc3n2)cc1OC	-18
CCc1ccc(C(=O)CC2(O)C(=O)N(Cc3ccc(C)cc3)c3ccccc32)cc1 (configuration not stated)	4
CCn1cc(CNC(=O)c2cc(-c3ccc(C)c(C)c3)nc3ccccc23)c(C)n1	?
Cc1c(Cl)cccc1NS(=O)(=O)c1ccc(NS(=O)(=O)c2ccc3c(c2)OCCO3)cc1	1
Cc1ccn2c(Nc3ccc4c(c3)OCCO4)c(-c3ccc(N(C)C)cc3)nc2c1	0
CCOc1ccc(-n2nc3cc(C)c(NC(=O)CC)cc3n2)cc1	6
Cc1cccc(OCCn2c(-c3ccc(Cl)cc3)nc3ccccc3c2=O)c1C	4
CC1=C(C(=O)Nc2ccc(C)cc2C)C(c2cccs2)n2nc(SCc3ccc(Cl)cc3)nc2N1 (configuration not stated)	-5
Cc1cc(C)nc(NS(=O)(=O)c2ccc(NC(=O)c3ccccc3O)cc2)n1	-14
CCOc1ccc2c(c1)[C@@H]1C=CC[C@@H]1[C@H](c1ccccc1Cl)N2	1
O=C(CSc1nnc(COc2ccccc2)o1)Nc1cc(C(F)(F)F)ccc1Cl	0
Cc1ccccc1Nc1c(-c2ccc(Cl)s2)nc2cccc(C)n12	9

For convenience, some entries already given:
SMILES	IMPase cell inh
O=C1c2[nH]nc(-c3ccc(F)cc3)c2C(c2ccccc2F)N1c1ccccc1 (configuration not stated)	29
CC(=O)Nc1ccc(/C=C/c2noc(-c3ccccc3O)n2)cc1	?
COc1ccc(-c2oc3ncn4nc(COc5cccc(C)c5C)nc4c3c2-c2ccc(OC)cc2)cc1	8
Cc1ccc(OCCn2c(-c3ccc(Cl)cc3)nc3ccccc3c2=O)c(C)c1	-3
Cc1ccc(Nc2nnc(-c3ccc(C)c(S(=O)(=O)N4CCOCC4)c3)c3ccccc23)cc1	-16
Cc1cc(C)cc(OC(C)C(=O)Nc2c(C(=O)c3ccccc3)oc3ccccc23)c1 (configuration not stated)	18
Cc1ccc2oc3c(c(=O)c2c1)C(c1ccc(OCC(N)=O)cc1)N(Cc1ccc2c(c1)OCO2)C3=O (configuration not stated)	-5
COc1ccc(-c2ccc3c(N)c(C(=O)Nc4ccc(C)cc4C)sc3n2)cc1OC	-18
CCc1ccc(C(=O)CC2(O)C(=O)N(Cc3ccc(C)cc3)c3ccccc32)cc1 (configuration not stated)	4
CCn1cc(CNC(=O)c2cc(-c3ccc(C)c(C)c3)nc3ccccc23)c(C)n1	?
Cc1c(Cl)cccc1NS(=O)(=O)c1ccc(NS(=O)(=O)c2ccc3c(c2)OCCO3)cc1	1
Cc1ccn2c(Nc3ccc4c(c3)OCCO4)c(-c3ccc(N(C)C)cc3)nc2c1	0
CCOc1ccc(-n2nc3cc(C)c(NC(=O)CC)cc3n2)cc1	6
Cc1cccc(OCCn2c(-c3ccc(Cl)cc3)nc3ccccc3c2=O)c1C	4
CC1=C(C(=O)Nc2ccc(C)cc2C)C(c2cccs2)n2nc(SCc3ccc(Cl)cc3)nc2N1 (configuration not stated)	-5
Cc1cc(C)nc(NS(=O)(=O)c2ccc(NC(=O)c3ccccc3O)cc2)n1	-14
CCOc1ccc2c(c1)[C@@H]1C=CC[C@@H]1[C@H](c1ccccc1Cl)N2	1
O=C(CSc1nnc(COc2ccccc2)o1)Nc1cc(C(F)(F)F)ccc1Cl	0
Cc1ccccc1Nc1c(-c2ccc(Cl)s2)nc2cccc(C)n12	9

Carrying on.
SMILES	IMPase cell inh
COc1cc(OC)cc(C(=O)Nc2ccc(-c3nc4cc(C(C)C)ccc4o3)cc2)c1	-6
COc1ccc(NC(=O)c2ccco2)cc1NC(=O)c1cc(Cl)ccc1OC	-3
O=C(NC1(C(F)(F)F)C(=O)Nc2c1c(=O)[nH]c(=O)n2-c1ccc(F)cc1)c1ccccc1 (configuration not stated)	1
CCOc1ccc(Nc2nc3cc(Cl)c(Cl)cc3nc2-n2nc(C)cc2C)cc1	7
Cc1ccc(NC(=O)/C(C#N)=C/c2ccc(C(C)C)cc2)cc1C	-13
Cc1ccc(O)c(Nc2nc3ccccc3c3nncn23)c1	2
Cn1c(/C(C#N)=C/c2ccccc2Br)nc2ccccc21	3
CC(=O)c1cccc(NC(=O)Nc2cc3c(cc2N2CCCC2)n(C)c(=O)n3C)c1	30[activator]
COc1ccc(CNC(=O)CN(c2cc(C(F)(F)F)ccc2Cl)S(C)(=O)=O)cc1	15
Cc1cc(C)n(-c2nc3ccccc3nc2Nc2ccc(C(C)C)cc2)n1	0
Cc1cc(C)n2c(Nc3ccccc3C)c(-c3cccs3)nc2n1	4
Cc1ccc(C(C)C)c(OCC(=O)Nc2cccc(NC(=O)c3ccco3)c2)c1	5
CCC1=Nc2cc(C(=O)NC(C)c3ccccc3)ccc2Sc2ccc(Cl)cc21 (configuration not stated)	8
COc1cc(-c2nc(-c3cccc(Cl)c3)c(-c3ccccc3)[nH]2)cc(OC)c1OC	6
Cc1ccccc1Nc1nnc(-c2ccc(C)c(S(=O)(=O)N3CCCCC3)c2)c2ccccc12	?
COc1cc(NC(=O)CSc2nc(-c3cccs3)cc(C(F)(F)F)n2)cc(OC)c1OC	-10
COc1cc(O)ccc1-c1nc2cc(C)ccn2c1Nc1ccccc1C	3
COc1ccc(C2=C(N3CCN(c4cccc(C)c4C)CC3)c3ccccc3C2=O)cc1	16
COc1ccc(N(C(=O)c2cc(OC)c(OC)c(OC)c2)S(=O)(=O)c2ccc(C)cc2)cc1	-5
O=C(Nc1ccc(F)cc1)N1CCN(c2ccccc2F)CC1	14
CCN(CCCNC(=O)c1cc2cc3ccc(OC)cc3nc2s1)c1ccccc1	2
COc1ccc(-c2c3c(=O)n(C)c(=O)n(C)c3c3c(C)nc4ccccc4n23)cc1	-2
COc1cc2c(c(OC)c1)C(c1cc(OC)c(OC)c(OC)c1)CC(=O)N2 (configuration not stated)	-1
COc1ccc(-c2oc3ncn4nc(-c5ccccc5Br)nc4c3c2-c2ccc(OC)cc2)cc1	-12
COc1ccc(OC)c(NC(=O)c2cc3cccc(OC)c3oc2=O)c1	-8
Cc1cccn2c(=O)c3cc(C(=O)NCc4cccnc4)c(=N)n(CCCO)c3nc12	-9
Cc1cc(Nc2ccc(C(=O)O)c(O)c2)n2ncnc2n1	-9
COc1ccc(CNC(=O)CCS(=O)(=O)c2cc(Br)cc3c2N(C(C)=O)C(C)C3)cc1 (configuration not stated)	2
COc1ccc(/C=C/c2nc(-c3ccccc3O)n(-c3ccccc3)n2)cc1OC	14
CCCc1ccc(C2Sc3ccccc3NC3=C2C(=O)c2ccccc23)cc1 (configuration not stated)	10
COc1cccc(-c2ccc3c(N)c(C(=O)NCc4ccc(Cl)cc4)sc3n2)c1	?
COc1ccc(CN2CCN(c3ncnc4sc5c(c34)CC(C)CC5)CC2)cc1F (configuration not stated)	?
CCOC(=O)c1c(C)n(S(=O)(=O)c2ccc(C)cc2C)c2ccc(NS(=O)(=O)c3ccc(C)cc3C)cc12	6
CCOC(=O)c1ccc(NC(=O)Nc2cc3c(cc2N2CCCCC2)n(CC)c(=O)n3CC)cc1	4
CCOC(=O)c1ccc(NC(=O)C2CCN(S(=O)(=O)c3ccc(C)cc3)CC2)cc1	2
CC(C)c1ccc(OCC(=O)NC(Cc2c[nH]c3ccccc23)C(=O)O)cc1 (configuration not stated)	-1
COC(=O)c1sc(N2C(=O)c3oc4cc(C)c(C)cc4c(=O)c3C2c2ccccc2F)nc1C (configuration not stated)	-3
CCOC(=O)c1c(-c2ccc(OC)cc2)oc2ccc(OCc3ccccc3C)cc12	7
COc1ccc(NC(=O)c2nc3nc(C)cc(C(F)F)n3n2)c(C)c1	3
COc1ccc(OC)c(NC(=O)CN(c2ccccc2OC)S(=O)(=O)c2ccc(C)cc2)c1	6
COc1ccccc1OCCn1cc(C(=O)c2cccs2)c2ccccc21	2
COc1ccc(NCc2ccccc2-c2nnc(-c3ccccc3)o2)cc1Cl	7
COc1ccc(OC)c(/C=C(\C#N)c2nc3ccccc3c(=O)[nH]2)c1	9
CCCc1nnc(NC(=O)Nc2ccccc2Cl)s1	5
CC(=O)c1cccc(NC(=O)c2sc3nc4c(cc3c2N)CCCC4)c1	-7
COc1cccc2cc(-c3nnc(-c4ccc(Cl)cc4)o3)c(=O)oc12	0
COc1ccccc1NC(=O)C1=C(C)Nc2ncnn2C1c1ccccn1 (configuration not stated)	3
C[C@@H](NC(=O)CN(c1ccccc1)S(=O)(=O)N(C)C)c1ccccc1	?
Cc1cccc(NC(=O)CSc2nnc(N)s2)c1	-4
COc1ccccc1C1C=C(c2ccc(Cl)cc2)Nc2nc(-c3ccc(Cl)cc3)nn21 (configuration not stated)	-9
CCOC(=O)c1c(NC(=O)c2cc3ccccc3c(=O)o2)sc2c1CCC(C)C2 (configuration not stated)	-6
COc1cc(-c2nc3ccc(Cl)cn3c2Nc2ccc3c(c2)OCCO3)ccc1O	0
Cc1ccccc1Oc1nc2ccccn2c(=O)c1/C=C(\C#N)c1nc2ccccc2[nH]1	7
COc1ccc(C2CC(=O)c3c([nH]c(C(=O)OC4CCCCCC4)c3C)C2)cc1OC (configuration not stated)	2
O=C(CSc1ncc(-c2ccccc2)[nH]1)Nc1cccc(C(F)(F)F)c1	12
CCC(C)OC(=O)/C(C#N)=C\c1ccc(-c2cccc(C(F)(F)F)c2)o1 (configuration not stated)	-12
CCCCOC(=O)c1ccc(NS(=O)(=O)c2c(C)nc3scc(C)n3c2=O)cc1	6
Cc1ccc(N=C2NC(=O)CC(C(=O)Nc3cc(C(F)(F)F)ccc3Cl)S2)cc1 (configuration not stated)	2
Cc1ccc(-c2sc(C(=O)Nc3ccc(Br)cc3)cc2CC(=O)O)cc1	-28
Cc1ccccc1-c1ncnn1-c1sc2c(c1C#N)CCCCC2	-12
(listing goes on)
SMILES	IMPase cell inh
COc1ccc(-c2cc(C(F)(F)F)nc(SCC(=O)N3CCCCC3)n2)cc1OC	-5
COc1ccccc1N1CCN(CCCNC(=O)c2nnc(Cc3ccc(F)cc3Cl)o2)CC1	-2
Cn1c(=O)c2c(nc(NCCc3ccccc3)n2Cc2cccc(Br)c2)n(C)c1=O	-10
CCOc1ccc(C2C(C(=O)OC)=C(C)NC3=C2C(=O)c2ccccc23)cc1OC (configuration not stated)	-3
CCC(C)NC(=O)Cn1c(=O)n(CCCC(=O)NCc2ccc(C)cc2)c(=O)c2ccccc21 (configuration not stated)	-2
CCc1nc2nc(C)cc(Nc3ccc(F)c(Cl)c3)n2n1	7
CCOC(=O)c1c(NC(=O)/C=C/c2ccccc2)sc2c1CCCC2	-11
CCCCOC(=O)c1ccc(NC(=O)/C(C#N)=C/c2ccc(C)o2)cc1	-1
COc1ccc(-c2cc(C(F)(F)F)n3nc(C(=O)Nc4cccc(C(F)(F)F)c4)c(Br)c3n2)cc1	?
Cc1ccc(-c2cc(C(=O)OCC(=O)c3ccccc3)c3cccc(Cl)c3n2)cc1	-4
CCOc1ccc(NC(=O)c2c(NC(=O)c3cccc(C)c3)sc3c2CCC3)cc1	0
Cc1cccc(NC(=O)CSC2=Nc3ccccc3C3=NC(CC(=O)NCc4cccs4)C(=O)N23)c1 (configuration not stated)	2
CCOC(=O)c1ccc(-c2ccc(/C=C(\C#N)C(=O)Nc3c(C)cccc3Cl)o2)cc1	-5
CCOC(=O)c1ccccc1Nc1nc2ccc(C)cc2n2nnnc12	2
Cc1ccc(NS(=O)(=O)c2ccc3c(c2)[C@H]2C=CC[C@H]2[C@@H](c2ccc(F)cc2)N3)cc1C	-1
Cc1ccc(CNC(=O)CN(C)S(=O)(=O)c2ccc(Br)s2)cc1	0
O=C(Nc1ccc(F)cc1)c1ncn(-c2ccccc2)n1	-2
CCc1ccc(OCC(=O)Nc2ccc(-c3nc4ncccc4o3)cc2)cc1	-12
COc1ccc(Cl)cc1NC(=O)CSC1=Nc2ccccc2C2=NC(CC(=O)NC3CCCCC3)C(=O)N12 (configuration not stated)	4
CCOC(=O)c1ccc(NC(=O)Cn2cc(C(=O)c3cccs3)c3ccccc32)cc1	?
CCSc1nnc2c(n1)OC(CC)N(C(C)=O)c1ccccc1-2 (configuration not stated)	-3
CCc1ccc(OCC(=O)Nc2c(C(=O)c3ccccc3)oc3ccccc23)cc1	-7
Cc1cc(C)cc(Oc2nc3c(c(=O)n(C)c(=O)n3C)n2Cc2ccc(F)cc2)c1	-4
Cc1cc(NS(=O)(=O)c2ccc(NC(=O)COc3ccc(Cl)cc3)cc2)nc(C)n1	5
COc1cc(C2c3c(oc4ccc(F)cc4c3=O)C(=O)N2c2nc(C)c(C)s2)cc(OC)c1OC (configuration not stated)	?
Cc1ccc(S(N)(=O)=O)cc1NC(=O)c1c(-c2c(Cl)cccc2Cl)noc1C	3
Cc1cc2n(n1)C(c1cc(C(C)(C)C)c(O)cc1O)Nc1ccccc1-2 (configuration not stated)	-4
CCOCCCn1c(=N)c(C(=O)NCc2ccccc2)cc2c(=O)n3ccccc3nc21	2
O=C(COc1ccc2oc3c(c2c1)CCCC3)Nc1ccc(Br)cc1	1

Not all compounds are listed; rates above refer to the full screens.
